MITF TRPM1 inh: inhibitors of MITF-dependent TRPM1 promoter reporter, primary screen, cell-based, SK-MEL-5, single point, luciferase. SK-MEL-5 TRPM1 promoter luciferase, 24 h. 330,000 tested, 0.83% active. inhibition, % at 12.5 µM. AID 488899, 2010;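 active = mean inhibition across replicates of 60% or more, whatever share of single replicates reaches that level; inconclusive = some that reach 60%, reason not given; inactive = mean inhibition across replicates below 60%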; also: values of inactives mirror those of a sister screen read the other way
PDI turbidity: inhibitors of human PDI, primary screen, biochemical, turbidity, single point, plate reader; Protein disulfide-isomerase (Homo sapiens), P07237; PDI insulin aggregation turbidity, A650, 90 min; inhibition, % at 10 µM; 350,000 tested, 0.052% active; AID 588391, 2011;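 active = mean inhibition across replicates of 30% or more, whatever share of single replicates reach that level; inconclusive = mean inhibition below 30% while every single replicate reaches 30%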;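 also: absorbance from insulin aggregation driven by PDI reduction with DTT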
Target sequence (P07237 whole entry, looked up): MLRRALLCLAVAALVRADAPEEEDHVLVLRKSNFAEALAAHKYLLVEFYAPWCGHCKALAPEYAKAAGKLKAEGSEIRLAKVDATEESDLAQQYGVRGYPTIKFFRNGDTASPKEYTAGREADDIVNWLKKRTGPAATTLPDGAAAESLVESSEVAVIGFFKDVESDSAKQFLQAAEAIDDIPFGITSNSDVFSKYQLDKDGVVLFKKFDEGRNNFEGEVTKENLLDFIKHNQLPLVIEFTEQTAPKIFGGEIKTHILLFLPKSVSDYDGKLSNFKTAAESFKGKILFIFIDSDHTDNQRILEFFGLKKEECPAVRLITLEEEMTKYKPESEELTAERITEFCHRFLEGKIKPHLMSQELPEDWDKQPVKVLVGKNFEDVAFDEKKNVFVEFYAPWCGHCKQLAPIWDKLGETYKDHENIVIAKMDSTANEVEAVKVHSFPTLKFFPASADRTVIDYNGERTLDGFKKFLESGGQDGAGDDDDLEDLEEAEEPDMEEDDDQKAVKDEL
iPSC survival up: enhancers of single-cell hiPSC survival, primary screen, ATPlite luminescence; 100% = ROCK inhibitor wells, 0% = DMSO; AID 602274, 2012; 360,000 tested, 0.044% active; survival enhancement, % at 20 µM; in the data active = survival enhancement above about 18%;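 also: cells exposed to compounds for 16 hours before the ATP read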
Vif imaging: HIV Vif self-association inhibitors, primary screen, imaging, HEK293T, single point; HEK293T cells, Vif self-association by quenched fluorescence, 24 h; inhibition, % at 7.49 µM; 340,000 tested, 0.35% active; AID 602346, 2012; in the data active = inhibition above about 50%, passing the limit was not always enough; inconclusive = no clear call, values can overlap the other calls; inactive = below about 31%; also: some results filed as inactive read as strong as hits
Granule exo inh: LAMP-1 surface exposure blockers, TALL-104 cells – cell-based, flow cytometry, MLPCN library, primary screen; TALL-104 LAMP-1 surface exposure; cells stimulated with thapsigargin and PMA; inhibition, % at 10 µM; 360,000 tested, 0.66% active;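 active = inhibition above about 55%, limit read from the data; inconclusive = no clear call, values can overlap the other calls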
HIF-2a block: HIF-2a reporter inhibitors, primary screen, luminescence, 786-0 RCC cells; 786-0 RCC cells HIF-2a reporter, luciferase luminescence, overnight; inhibition, % at 18.8 µM; 360,000 tested, 0.72% active;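 active = inhibition of the luminescence signal of 40% or more relative to plate controls, in a single-dose primary screen at 18.75 µM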
NR2E3 ag-1: inhibitors of NR2E3-RetCOR corepressor binding, primary screen, NR2E3 agonist project, biochemical, TR-FRET, GST-NR2E3, biotin-RetCOR; AID 2300, 2010; 1536-well; inhibition of corepressor binding, % at 4.78 µM; 320,000 tested, 0.12% active;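 active = percent inhibition above the cutoff of mean plus 3 SD of all tested compounds, set per screening campaign, cut at about 20% in these data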;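 also: 0% = DMSO wells and 100% = biotin wells as full block of FRET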
Target sequence (Q9Y5X4 whole entry, looked up): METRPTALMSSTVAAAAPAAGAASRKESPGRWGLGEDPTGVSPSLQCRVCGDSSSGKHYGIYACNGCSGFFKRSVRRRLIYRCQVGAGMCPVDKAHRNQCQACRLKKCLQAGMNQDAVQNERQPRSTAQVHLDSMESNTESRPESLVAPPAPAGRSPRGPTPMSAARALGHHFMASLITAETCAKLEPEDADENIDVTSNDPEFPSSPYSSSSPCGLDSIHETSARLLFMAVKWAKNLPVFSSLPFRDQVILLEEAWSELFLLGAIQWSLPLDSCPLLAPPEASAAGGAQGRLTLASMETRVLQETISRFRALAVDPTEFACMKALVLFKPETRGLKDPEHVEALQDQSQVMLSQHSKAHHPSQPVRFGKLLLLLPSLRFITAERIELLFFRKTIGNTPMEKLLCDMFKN
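Material: NR2E3–RetCOR corepressor complex / Amount: 1.35 nM GST-NR2E3 / Medium: Tris pH 7.5 / Compound: single nominal compound dose of 4.8 µM / Incubation: 5 h at 4 °C / Technique: TR-FRET, Eu(K)-anti-GST donor, streptavidin-D2 acceptor, ex 340, em 617/671 nm / Read-out basis: percent loss of FRET ratio relative to control wells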
NR2E3 ag-2: NR2E3 agonists in two-hybrid cells, primary screen, cell-based, luminescence, CHO-S, Gal4-NCOR/VP16-NR2E3. 360,000 tested, 0.35% active. Photoreceptor-specific nuclear receptor (Homo sapiens), Q9Y5X4. AID 602229, 2012. luciferase. inhibition of corepressor binding, % at 3.98 µM;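 active = inhibition above the mean of all tested compounds plus 3 SD, cut at about 70% in these data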;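 also: 0% = DMSO with NR2E3 transfected cells and 100% = cells lacking NR2E3 construct; higher means lower luciferase signal from less NR2E3 corepressor binding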
Peg3 prom inh: Peg3 promoter-driven luciferase inhibitors, primary screen, cell-based, HeLa, luciferase luminescence; HeLa PEG-Prom luciferase reporter, overnight; inhibition, % at 20 µM; 360,000 tested, 1.7% active;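 active = inhibition of at least 50% at 20 µM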
aDG glyco act: activators of alpha-DG glycosylation, primary screen, uHTS, Pro5-aDG cells, AlphaScreen. alpha-DG glycosylation AlphaScreen (IIH6); 0% Pro5, 100% B10-LARGE cell signal. activation, % at 10 µM. 360,000 tested, 0.22% active. AID 624168, 2012;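 active = activation of at least 8% versus controls, or a plate z-score of at least 8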;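 also: Pro5 are CHO cells carrying HIG-tagged alpha-DG that lacks glycosylation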
CaV13 ICDI inh: Disruptors of the CACNA1D IQ motif to Ca2+-dependent inactivation inhibitor domain association, primary screening, Förster resonance energy transfer in intact living …. 340,000 tested, 0.098% active. HEK cells, CFP/YFP FRET ICDI-IQ, plate reader, 10 min; percent FRET-ratio fall versus neutral wells. inhibition, % at 12.3 µM. AID 743397;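 active = mean replicate inhibition of at least 30% and at least 1% of replicates passing that level; inconclusive = only one of the two criteria is met; inactive = neither criterion is met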;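 also: 0% = median of the neutral control wells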
* marks the source's active call; other numbers are inactive results; ? = inconclusive; nt = no result given; & = joins results of further samples. Compounds as they come; 3.5% or so of the library scored in one or more.

molecule	MITF TRPM1 inh	PDI turbidity	iPSC survival up	Vif imaging	Granule exo inh	HIF-2a block	NR2E3 ag-1	NR2E3 ag-2	Peg3 prom inh	aDG glyco act	CaV13 ICDI inh
O=C1c2ccccc2C(=O)N1CCC1=CCCCC1	-27	4	0.6	-11	-3	-168	-3	-29	-102	0.4	nt
O=C(O)c1ccccc1C(=O)c1ccc2c(c1)N(Cc1ccc(Cl)c(Cl)c1)C(=O)CO2	-5	-1	-0.2	6	-4	8	3	4	30	0.1	-3
CC(=O)c1ccc(OC(C)C)c(CC(C(N)=O)C(N)=O)c1	6	4	6.8	-2	2	13	5	-11	6	0.1	-5
O=[N+]([O-])c1ccc(Sc2n[nH]c(-c3ccc(Cl)cc3Cl)n2)nc1	-4	15	3.4	9	0	-36	1	-70	-18	0.0	-5
Cc1csc(SCC(=O)NC(=O)NCc2ccccc2)n1	-1	0	-2.3	nt	0	6	1	5	-1	-0.2	-8
NC(=S)N/N=C/c1ccc(Br)o1	-3	-6	0.4	0	-2	-7	-4	-48	0	0.8	-5
CN(C)S(=O)(=O)NCc1ccc2c(c1)OCO2	5	-1	-3.0	7	7	7	2	-24	-4	0.1	-3
NC(=O)C1CCN(C(=O)CSc2nc3ccccc3o2)CC1	12	0	-1.4	-15	-2	7	nt	-18	2	0.1	-4
O=C(CSc1nnc(NC(=O)c2c(F)cccc2F)s1)Nc1ccccc1F	-46	2	-0.2	5	2	-10	-2	-1	-43	-0.1	-4
Cc1ccc(N/C=C/C(=O)c2sc(-c3ccccc3)nc2C)cc1	-7	-5	0.4	8	3	-45	4	-120	-17	-0.4	nt
O=C(CN1C2=NCCN2c2ccccc21)c1ccc(Br)cc1	6	-1	0.3	1	-3	-11	-3	-27	-69	0.4	0
COc1ccc(C2CC(c3cccc(OC)c3OC)n3nnnc3N2)cc1 (stereo not given)	-1	-5	0.0	-8	-2	9	0	-18	-6	0.1	-5
O=C(COc1ccc(Cl)cc1)c1ccc(O)cc1O	-50	-1	-0.7	-6	6	8	2	-58	-189	-0.1	-4
CCCNC(=O)C[C@H]1C[C@H]2c3cc(NC(=O)Nc4ccc(F)cc4)ccc3O[C@H]2[C@@H](CO)O1	nt	-3	-1.4	-3	5	-1	nt	5	3	0.2	-3
COC(=O)C1(S(=O)(=O)c2ccc(C)cc2)CCOCC1	4	-11	2.4	0	4	9	2	23	12	-0.2	nt
O=C(C1CCC(CNS(=O)(=O)c2cccs2)CC1)N1CCN(c2ccc(Cl)cc2)CC1 (stereo not given)	69*	3	-0.6	-4	1	21	-3	36	8	4.7	-6
CC(=O)c1cc2c(cc1NC(=O)CCNC(=O)c1ccccc1Cl)OCO2	-17	-2	4.8	14	0	-31	-2	24	5	0.2	-5
O=C(COC(=O)/C=C/c1ccc(F)cc1)NCc1cccs1	0	8	-2.5	12	-8	-3	-1	1	5	-0.1	-6
CN(Cc1nccn1C)C(=O)c1cc(COc2cccc(C(F)(F)F)c2)on1	-13	-3	-0.2	2	-8	-106	-6	9	-122	-0.3	-4
Cc1nonc1OCCCNc1ccc([N+](=O)[O-])cc1Cl	-59	-10	0.5	-2	-4	-234	1	-20	-127	0.2	0
CC(=O)c1c[nH]c(C(=O)NC2CCCCCC2)c1	1	1	0.4	nt	-1	-4	-2	-17	-2	-0.5	-4
C=C(C)c1cccc(C(C)(C)NC(=O)N2CCC(C(N)=O)CC2)c1	5	2	2.8	13	0	5	-3	7	5	0.0	-3
Cc1ccc(CC(NC(=O)C2CCCCC2)C(=O)O)cc1 (stereo not given)	1	-6	1.3	13	4	-5	nt	-23	4	0.0	-6
CSCCC(NC(=O)c1ccccc1)C(=O)OCC(=O)N(C)CCC#N (stereo not given)	-1	6	-0.5	-8	-3	11	-5	-21	5	0.0	8
O=C(NCCC1CCCCN1S(=O)(=O)c1ccc(F)cc1)C(=O)NCc1ccccn1 (stereo not given)	-5	1	0.7	-3	-6	10	1	13	-10	0.0	-6

New compounds follow
molecule	MITF TRPM1 inh	PDI turbidity	iPSC survival up	Vif imaging	Granule exo inh	HIF-2a block	NR2E3 ag-1	NR2E3 ag-2	Peg3 prom inh	aDG glyco act	CaV13 ICDI inh
Cc1cc(C(=O)NC(C)c2ccncc2)cs1 (stereo not given)	-4	5	-1.7	-4	-1	-6	1	6	3	-0.2	-9
CC1=C(C(=O)N(C)C)CC(CC(=O)NCC2CCCCC2)C(=O)N1Cc1ccccc1 (stereo not given)	nt	-3	-2.7	nt	-1	-6	nt	-25	0	0.0	-1
O=C(Cc1ccccc1[N+](=O)[O-])NNC(=O)c1ccncc1	-3	-15	2.7	7	-1	3	-2	5	-21	0.5	-2
Cc1ncc(C(O)c2ccccc2)n1Cc1ccccc1 (stereo not given)	nt	0	0.4	-8	0	-3	nt	17	-15	0.1	-3
CCc1nnc(NC(=O)CC(=O)Nc2ccccc2C(=O)O)s1	24	-2	-2.3	0	3	20	3	-8	20	0.3	-6
C#CCN(C[C@@H]1[C@@H](OC(=O)NCc2ccco2)[C@@H](OC(=O)NCc2ccco2)CN(C(=O)OC(C)C)N1C(=O)OC(C)C)S(=O)(=O)c1ccc(C)cc1	nt	11	-2.9	-3	5	44*	nt	-12	-9	0.0	-7
CN(C)c1cccc2c(/C=N/O)ccc(N(C)C)c12	1	1	3.2	0	2	6	-1	-10	0	0.1	-2
O=C(COC(=O)CCC1CCCC1)Nc1ccc(F)cc1	-2	4	-0.5	11	0	6	6	-9	5	0.0	-2
CCCN(CC(=O)Nc1ccccc1C)C(=O)COc1c(Cl)cccc1Cl	-3	4	-0.2	-11	5	-1	-3	-12	14	-0.1	-6
CC(CCc1ccccc1)NC(=O)COC(=O)c1cccnc1Cl (stereo not given)	1	4	0.2	3	18	3	nt	2	-8	-0.1	-2
CCCC(CCC)C(=O)O	-11&1	12&0	1.8&3.3	-4&6	-2&-1	2&5	2&7	-27&-5	4&2	-0.3&0.0	-5&-5
O=C(Nc1ccccc1)c1cc([N+](=O)[O-])ccc1NCc1cccnc1	1	-15	1.4	44	-2	11	1	-5	9	0.5	-2
Cc1cc(C)c(S(=O)(=O)Nc2ccnc(-c3cccnc3)n2)c(C)c1	-16	-1	-2.0	1	-4	14	-2	-40	7	0.1	-6
Cc1cc(C(=O)NNC(=S)NCc2ccco2)nn1C	-14	6	1.6	nt	0	11	0	0	6	-0.2	-1
O=C(COC(=O)c1cc[n+]([O-])cc1)Nc1ccc(SC(F)F)cc1	-3	1	0.0	0	0	-49	0	-33	-64	-0.1	3
COC(=O)CCCC(=O)N1CCC(n2nccc2NC(=O)CCOc2ccccc2)CC1	-22	0	-0.5	3	1	-56	-2	-63	13	0.1	-6
O=C(CSc1nnc(CNc2ccc(F)cc2)o1)N1CCCc2ccccc21	2	10	0.4	-1	-3	13	3	11	11	0.0	-3
CNc1cccc(-c2ccc(C(C)=O)s2)n1	nt	0	-1.0	nt	-4	-274	nt	-86	-278	-0.1	-7
Cc1ccc(CNc2nc(N)c([N+](=O)[O-])c(Nc3cccc(F)c3)n2)cc1	-15	-2	0.7	-1	1	13	-1	4	27	-0.2	-4
O=C(COC(=O)c1cc(S(=O)(=O)N2CCOCC2)ccc1F)Nc1ccc(Cl)cn1	-4	-5	0.3	4	-5	7	2	-1	9	-0.2	-3
Cc1ccccc1NC(=O)c1cc(-c2ccco2)nc2ccccc12	nt	2	-0.5	6	0	14	nt	-55	0	-0.1	2
Cc1ccc(NC(=O)c2ccc(NCCCN3CCC(C)CC3)c([N+](=O)[O-])c2)c(C)c1	3	12	1.2	-15	10	-2	0	2	33	0.8	-20
CCOC(=O)c1c(-c2ccccc2)oc2ccc(O)c(CN3CCOCC3)c12	14	3	2.9	-17	4	27	2	9	24	0.4	-1
N#C/C(=N\Nc1c(Cl)cccc1Cl)C(=O)NN	1	-10	2.7	?	0	-66	-3	-5	7	-0.4	-3
COc1cc(NC(=O)COc2cc(C)cc3oc(=O)c(C)c(C)c23)cc(OC)c1OC	13	5	1.7	-4	-6	-3	0	-11	19	0.1	-2

(list continues)
molecule	MITF TRPM1 inh	PDI turbidity	iPSC survival up	Vif imaging	Granule exo inh	HIF-2a block	NR2E3 ag-1	NR2E3 ag-2	Peg3 prom inh	aDG glyco act	CaV13 ICDI inh
Nc1nc(SCc2nc3scc(-c4ccccc4)c3c(=O)[nH]2)n[nH]1	-16	-7	-0.4	nt	-1	6	0	-7	17	0.0	-7
CCCc1c(C)nc2ccccc2c1SCCC#N	-2	-4	-2.4	-5	0	28	0	-8	22	0.8	-3
COc1ccc(C2CC(c3cccc(F)c3)=NN2c2ccc(S(N)(=O)=O)cc2)cc1 (stereo not given)	3	-3	1.0	23	9	-15	nt	-37	4	1.4	-5
O=C(/C=C/c1ccco1)N(Cc1ccccc1)C1CCS(=O)(=O)C1 (stereo not given)	7	-3	0.2	0	9	25	-2	8	2	0.1	-19
O=[n+]1c2c(n([O-])c3c1CCC3)CCCC2	8	24	6.0	3	3	15	0	16	9	-0.3	0
Cc1cc(=O)n2[nH]c(C)cc2n1	12	13	-2.3	9	0	9	1	-14	13	0.3	-2
S=C1NC(c2cccs2)=CC(c2ccc(Br)cc2)N1 (stereo not given)	14	5	-1.3	-8	-5	-1	0	0	0	0.0	-3
CCOC(=O)c1oc2cc(O)cc(O)c2c(=O)c1OCc1ccccc1	-30	nt	9.6	-16	-4	-31	1	-13	-4	-0.4	nt
CCNC(=S)N/N=C1\C(=O)c2cccc3cccc1c23	-3	-5	-0.4	nt	-3	3	0	-6	-1	0.3	nt
Cc1c(C(=O)Nc2ccc(N3CCOCC3)cc2)oc2ccccc12	-12	2	-1.4	-3	-4	-192	2	-77	-120	-0.1	-8
COc1ccc(NC(=O)/C(C#N)=C\c2ccc(N3CCOCC3)o2)cc1	-60	11	-1.9	nt	-5	-237	-10	-41	-225	-0.1	-7
CC(C)C[C@H]1CNC(=S)N1CC1CCN(CCCCc2ccccc2)CC1	5	1	-0.5	nt	-1	-6	nt	-6	-3	-0.1	-4
O=C(OC1Cn2c(=O)ccc(=O)n2C1)c1ccccc1	5	2	2.0	6	2	17	0	-42	6	0.1	-5

Screening data from PubChem BioAssay.
